S1P4 agonist – agonists of human S1P4 receptor; 220,000 compounds, 0.35% hits; S1P4-expressing cell line, agonist reporter assay; O95977; activation, % at 4.98 µM; in the data active means activation above about 11%;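 further: 0% = DMSO vehicle and 100% = reference agonist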
NPY2 pot ag – human NPY-Y2 potentiation or agonism, primary screen; P49146; cells expressing NPY-Y2, potentiator/agonist read-out; activation, % at 3.6 µM; 220,000 compounds, 0.45% hits; AID 1359; in the data active means activation above about 27%;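 further: cells stimulated with NPY near EC25 plus isoproterenol at EC100; 0% = vehicle plus submaximal agonist and 100% = vehicle plus saturating agonist; some results beyond the cut were filed as inactive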
Wee1 stabilizer – human Wee1 degradation inhibition, primary screen; 220,000 compounds, 1.2% hits; reporter increase, % at 5 µM; P30291; HeLa Luc-Wee1K328M stability, luciferase luminescence; 100% = proteasome inhibitor MG132 effect;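 active means activation above the mean of all tested compounds plus 3 SD, set per screening run, cut at about 8.8% in these data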;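 further: cells exposed to compound for 20 h before luminescence read; 0% = DMSO alone and 100% = MG132 at 30 µM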
MDM2 E3 inh – inhibitors of human Mdm2 E3 ubiquitin ligase; cell-based MDM2 ubiquitination luciferase reporter, 2 h; 0 = plate control, 100 = twice control, blank-subtracted; signal enhancement, % at 5 µM; 210,000 compounds, 0.11% hits; AID 1230;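 active means signal enhancement of 30% or more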;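 further: luminescence tracks abundance of the self-degrading MDM2-luciferase fusion protein; higher signal means inhibition of MDM2 E3 ligase activity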
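System: stable MDM2–luciferase fusion reporter cells / Input: 2000 cells seeded into each well / Schedule: 4 h settle plus 2 h compound, 37 °C / Compound: single-point 5 µM / Buffer or medium: cells held in DMEM / Benchmarks: control and blank well means / Evaluation: percent signal gain over controls, blank-subtracted / Measured by: luciferase luminescence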
PERK inhibitor – human PERK inhibition, primary cell-based screen | CHO PERK-DD fusion, SEAP luminescence translation reporter | 220,000 compounds, 0.17% hits | Q9NZJ5 | inhibition, % at 5.6 µM;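 active means inhibition above the mean inhibition of all tested compounds plus 3 SD, set separately per screening campaign, cut at about 2.9% in these data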;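 further: PERK kinase domain activated by AP20187 dimerizer at 100 nM; 0% = DMSO with dimerizer and 100% = rapamycin at 8.4 µM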
Target sequence (Q9NZJ5 whole entry, looked up, the tested form may be a part): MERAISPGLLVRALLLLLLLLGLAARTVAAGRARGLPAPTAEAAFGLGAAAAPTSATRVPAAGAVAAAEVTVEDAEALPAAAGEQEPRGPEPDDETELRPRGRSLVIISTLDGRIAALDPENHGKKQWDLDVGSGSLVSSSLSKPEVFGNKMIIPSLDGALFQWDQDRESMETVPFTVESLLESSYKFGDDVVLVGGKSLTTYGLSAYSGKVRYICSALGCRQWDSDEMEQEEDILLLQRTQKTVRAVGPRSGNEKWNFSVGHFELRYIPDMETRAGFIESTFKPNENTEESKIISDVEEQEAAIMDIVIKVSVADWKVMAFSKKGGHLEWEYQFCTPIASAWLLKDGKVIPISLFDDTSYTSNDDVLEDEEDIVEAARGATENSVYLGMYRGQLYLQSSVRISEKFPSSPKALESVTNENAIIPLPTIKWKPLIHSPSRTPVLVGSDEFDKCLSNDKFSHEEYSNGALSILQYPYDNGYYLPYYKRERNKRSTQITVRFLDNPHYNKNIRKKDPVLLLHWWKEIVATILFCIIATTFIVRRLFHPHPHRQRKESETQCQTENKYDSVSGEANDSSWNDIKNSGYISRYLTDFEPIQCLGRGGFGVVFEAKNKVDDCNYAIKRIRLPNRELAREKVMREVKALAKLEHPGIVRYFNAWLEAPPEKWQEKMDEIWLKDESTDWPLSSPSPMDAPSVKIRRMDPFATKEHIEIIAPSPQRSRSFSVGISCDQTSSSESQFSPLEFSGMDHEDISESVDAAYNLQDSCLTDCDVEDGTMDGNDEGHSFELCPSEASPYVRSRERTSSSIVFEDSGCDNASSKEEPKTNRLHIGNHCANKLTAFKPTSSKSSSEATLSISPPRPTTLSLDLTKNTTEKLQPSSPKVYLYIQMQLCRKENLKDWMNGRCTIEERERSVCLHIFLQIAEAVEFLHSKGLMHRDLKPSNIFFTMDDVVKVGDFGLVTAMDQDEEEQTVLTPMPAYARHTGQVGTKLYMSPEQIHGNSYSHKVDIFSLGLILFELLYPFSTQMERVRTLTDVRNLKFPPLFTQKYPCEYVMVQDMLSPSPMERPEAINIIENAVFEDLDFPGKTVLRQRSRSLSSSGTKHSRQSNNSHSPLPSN
S1P4 antag – antagonists of human S1P4 receptor; O95977; S1P4-expressing cells, antagonist mode, reporter read-out; inhibition, % at 4.98 µM; 220,000 compounds, 0.26% hits; in the data active means inhibition above about 29%;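 further: 0% = wells stimulated with agonist and 100% = vehicle wells without agonist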
eIF4E 4G PPI – eIF4E/eIF4G interaction inhibition in translation initiation; P63073+Q04637; TR-FRET eIF4E-eIF4GI(517-606) binding, 2 h; inhibition, % at 21.7 µM; 220,000 compounds, 0.37% hits; AID 782;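 active means inhibition above about 30%, limit read from the data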;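 further: 0% = full FRET control wells and 100% = background wells lacking eIF4GI fragment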
Ba/F3 V617F tox – loss of viability in JAK2V617F-driven Ba/F3 cells. inhibition, % at 5.6 µM. AID 1446. 220,000 compounds, 1.1% hits. Ba/F3 EpoR-JAK2V617F viability, ATP luminescence;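 active means inhibition above the campaign mean plus 3 SD over all tested compounds, cut at about 24% in these data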;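 further: cytokine-independent growth of Ba/F3 cells driven by EpoR plus mutant JAK2; 0% = DMSO-treated cells and 100% = JAK inhibitor I control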
BaF3 tox – reduces parental Ba/F3 cell viability, JAK2V617F counter-screen; AID 1486; CellTiter-Glo ATP luminescence; 220,000 compounds, 1.1% hits; inhibition, % at 5.6 µM;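 active means inhibition above a per-campaign cutoff, the mean inhibition of all tested compounds plus 3 SD, cut at about 27% in these data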;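 further: 0% = DMSO wells and 100% = JAK Inhibitor I control wells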
Numbers without * were called inactive; · = not tested or not shown; [ ] = another dose, or the depositor's remark. Random draw from the library. Share with any hit: about 4.1%.

Compound	PERK inhibitor	Ba/F3 V617F tox	S1P4 agonist	NPY2 pot ag	MDM2 E3 inh	S1P4 antag	Wee1 stabilizer	BaF3 tox	eIF4E 4G PPI
C=CCn1c(C)cc(C2=NNC(=NC(C)(C)C)SC2)c1C	-0.9	2	1.2	2	-77	-5	-3	0	-3
CC1CCCC(n2cnc3cc(C(=O)O)ccc32)C1C (centres undefined)	0.4	-1	-0.8	16	-5	-5	1	1	1
CC(=O)Oc1ccc2ccccc2c1C(NC(=O)C(C)C)c1cccc([N+](=O)[O-])c1 (centres undefined)	-0.6	-1	-2.5	-10	-2	4	2	5	5
COC(=O)CN1C(=S)N(c2ccc(OC)cc2)C(=O)C1CC(=O)Nc1ccc(F)cc1 (centres undefined)	-0.1	-6	0.0	17	-3	6	1	2	-4
CCC1CCCCN1C(=O)CSc1nnc(-c2ccc(OC)cc2)o1 (centres undefined)	-0.3	-3	2.5	-7	-14	2	-2	3	3[fluorescence artefact?]
O=C(Nc1nc(-c2ccccn2)cs1)c1cccc(-n2cnnn2)c1	-1.1	53*	0.3	-11	-12	-23	0	63*	-1
Cc1ncc(N=Nc2ccccc2)c(-c2ccccc2)n1	1.0	0	-0.1	-18	-7	2	2	1	1
Cc1ccc(OCC(=O)Nc2cc(S(=O)(=O)N3CCOCC3)ccc2Cl)c([N+](=O)[O-])n1	0.8	0	0.2	6	·	5	2	-3	-8
Cc1cc(C)c(NC2=NCC(=O)N2C2CCCCC2)c(C)c1	0.1	-2	0.8	-12	-3	-29	-1	3	1
CCCC(=O)Nc1ccc(S(=O)(=O)N2CCOCC2)cc1	0.4	0	0.6	-3	4	-4	-2	1	2
Cc1ccc2c(c1)N(CC(=O)NCc1ccco1)C(=O)CO2	1.8	-2	-0.4	-3	20	-9	0	2	3
CCOC(=O)c1c(NC(=O)CNCCO)sc(C)c1C	-0.7	0	0.1	-3	-15	3	2	0	-9
CC(C)CNC(=O)COC(=O)c1ccc(F)cc1Cl	0.2	-4	1.6	12	-6	-14	-2	1	-4
COc1cccc(-c2noc(C3CCCN(S(=O)(=O)c4cccc(Cl)c4C)C3)n2)c1 (centres undefined)	0.6	-4	0.1	-5	-16	6	0	0	4
COc1ccc(NCC(=O)N/N=C(\C)c2cc3ccccc3o2)cc1	2.1	-1	-0.9	-8	-19	14	5	5	2
O=C(NC1(C(F)(F)F)N=C(c2ccccc2)NC1=O)c1ccccc1F (centres undefined)	0.1	-3	3.6	8	-6	-3	3	1	1
CC(=O)OCC(OC(C)=O)C(OC(C)=O)C(OC(C)=O)C(=O)Nc1ccccc1 (centres undefined)	0.6	-1	-0.9	12	-15	-1	-1	0	1
COc1ccc(Br)cc1/C=C/C(=O)Nc1ccc2ccccc2c1	-2.0	0	0.0	-24	-4	-6	-2	3	-7[fluorescence artefact?]
CC1=NN2C(=N)/C(=C\c3cc(C)n(-c4cccc(C)c4)c3C)C(=O)N=C2S1	-0.1	5	0.1	-5	-58	21	-2	-5	-3
CN(CCOCCOc1ccc2ccccc2c1)Cc1ccccc1	-2.0	7	1.5	-41	-9	-4	-3	7	2
CC(C)n1c(O)c(/C=C2\C=NN=C2c2ccccc2)sc1=S	1.5	0	-0.5	9	-10	8	0	-4	-4
CC(C)Oc1ccc(C(=O)NCc2cccs2)cc1	0.5	1	3.2	-7	-5	11	-1	6	5
CCN(C(=O)COC(=O)c1ccc2[nH]c3c(c2c1)CCCC3)C1CCS(=O)(=O)C1 (centres undefined)	0.6	0	1.1	18	-26	-4	4	4	0
O=[N+]([O-])c1ccc(CN2CCN(c3ccc4ccccc4n3)CC2)cc1	0.3	0	0.5	-2	-13	2	-3	1	0
Cc1ccc(S(=O)(=O)n2nc(-c3ccco3)nc2N)cc1	-0.1	-5	1.1	9	-14	-16	0	2	1
CCc1cccc(C)c1NC(=S)NCC(c1cccnc1)N1CCOCC1 (centres undefined)	0.3	1	0.3	-3	-12	-10	-4	0	1
Cc1ccc(SCCCn2cnc3ccccc3c2=O)cc1	-0.3	1	0.9	-40	-6	-7	0	4	5
CCOC(=O)C1=NN(c2ccc(C)cc2)CC1C(=O)OC (centres undefined)	1.2	-3	0.8	1	7	-13	0	2	29
Cc1ccccc1-n1nc2c(c1NC(=O)/C=C\c1ccc3c(c1)OCO3)CSC2	-1.1	-2	0.5	8	·	8	0	8	-1[fluorescence artefact?]
CN(C)c1cc(NC(=O)CNC(C)(C)CC(C)(C)C)c2ccccc2n1	-0.5	5	0.3	-24	-12	-14	-1	6	0
COc1ccc(Nc2oc(COc3ccccc3F)nc2C#N)cc1	-1.5	-1	-3.8	3	2	4	7	3	-3[fluorescence artefact?]
Cc1cccc(OCc2nnc(SCC(=O)N3CCN(c4ccccc4)CC3)o2)c1C	-1.1	-4	0.6	-11	·	8	-1	2	4
CC12CCC(C(=O)N(c3ccccc3Cl)C1=O)C2(C)C (centres undefined)	0.8	0	1.6	3	-8	-23	1	6	-1
CC(C)NC(=O)NC(=O)COc1ccc(Br)cc1Br	0.5	-4	-0.2	8	-14	-9	8	3	-1
CCC(C)[C@H](NC(=O)NCc1cccc(OC)c1)C(=O)O (some centres undefined)	-0.4	-1	1.2	2	-7	2	-1	2	-5[fluorescence artefact?]
Cc1cc(NC(=O)c2cc3nc(C4CC4)cc(C(F)(F)F)n3n2)no1	0.5	0	-0.2	15	4	4	-2	0	1
O=C(O)CCC(=O)N1CCOc2ccc(Cl)cc21	0.8	0	1.0	1	-5	-15	2	2	1
O=C(NCCc1ccccn1)c1cc(-c2ccc(Cl)cc2)nc2ccccc12	-0.1	-1	0.4	-16	-8	-20	3	7	3[fluorescence artefact?]
Cc1cccc2nc(Cn3c(=O)n(CCC(=O)NCc4ccco4)c(=O)c4sccc43)cc(=O)n12	0.8	-1	0.5	3	-5	-11	1	7	2
CCOc1ccc(S(=O)(=O)N2Cc3ccccc3CC2C(=O)O)cc1 (centres undefined)	0.8	-2	-0.5	-11	·	7	-3	4	-16
Nn1c(=O)[nH]c2c([nH]c3ccccc32)c1=O	0.6	-2	-2.0	16	-5	9	0	1	0
CC(/C=N/NC(=O)C(O)c1ccccc1)=C\c1ccccc1 (centres undefined)	0.2	-1	-2.3	1	-6	-15	-2	3	-6
COc1ccc(S(=O)(=O)N2Cc3ccccc3CC2C(=O)O)cc1 (centres undefined)	0.6	1	-3.7	9	2	3	2	5	3
CCN(CC)CC(=O)Nc1cccc(S(=O)(=O)N2CCCC2)c1	1.4	-4	-0.2	-1	·	-16	-2	-5	-7
O=C(c1cccc(C(F)(F)F)c1)N1CCC(O)(CS(=O)(=O)Cc2ccccc2)CC1	0.9	0	-0.9	-10	-10	-7	0	7	-10
O=C(Cc1ccc(-c2ccccc2)cc1)NCCN1CCOCC1	-0.5	3	0.4	0	4	-6	-2	3	-2
Nc1nonc1C(=O)N/N=C/c1cccc([N+](=O)[O-])c1	0.6	-1	-0.8	7	3	-5	3	6	2
N#CCCSc1ccccc1NC(=O)c1ccc(S(=O)(=O)N2CCCC2)cc1	-0.3	-3	1.6	6	-11	-9	-1	1	2
COC(=O)C1=C(C)OC(N)=C(C#N)C1c1cc(OC)c(OCC(N)=O)cc1Cl (centres undefined)	1.6	1	0.5	5	-21	-2	4	3	3
C/C=C/C(=O)OCC(=O)NC(=O)NC(C)C	0.2	-3	-5.8	-5	-21	-28	1	2	-13[fluorescence artefact?]
COc1c(S(=O)(=O)NCCN2CCOCC2)ccc(Cl)c1Cl	-0.3	-5	1.1	-12	-20	-28	-1	2	10
CC(=O)c1cn(CC(=O)Nc2c(C)cccc2C)c2ccccc12	-0.3	33*	-1.2	7	-4	-4	0	43*	-6
COc1ccc(-c2cn3cc(C(F)(F)F)cc(Cl)c3n2)cc1	0.6	2	1.4	-10	-21	4	5	8	-1
Cc1ccc(OCc2nnc(SCc3ccc(C#N)cc3)n2-c2ccc(C)cc2)cc1	-0.5	-2	0.2	1	0	-1	0	3	0
O=C(C1CCN(S(=O)(=O)N2CCCC2)CC1)N1CCCCC1	-0.7	1	-1.7	9	-4	-17	-2	8	-4
C/C(CC1(O)C(=O)N(C)c2ccccc21)=N\O (centres undefined)	1.0	1	1.2	24	-16	-6	0	8	4

(continued)
Compound	PERK inhibitor	Ba/F3 V617F tox	S1P4 agonist	NPY2 pot ag	MDM2 E3 inh	S1P4 antag	Wee1 stabilizer	BaF3 tox	eIF4E 4G PPI
CCN(CCCNC(=O)c1ccc(N2CCCC2=O)cc1)c1cccc(C)c1	-0.8	4	-0.5	-4	-6	-2	-2	9	4[fluorescence artefact?]
CCCNC(=O)c1nn2cc(Br)cnc2c1Br	0.7	-3	1.2	2	-5	-3	1	0	11
COc1ccc(N2C(=O)CC(c3ccccc3)C2=O)cc1 (centres undefined)	0.1	-1	-0.2	-9	-13	-13	0	-5	0
Cc1ccc2nc(NC3=NC(CC(=O)O)C(=O)N3)nc(C)c2c1 (centres undefined)	0.0	1	0.1	0	-2	-21	0	10	0
COc1cc(NC(=O)C(C)Oc2ccccc2)cc(OC)c1 (centres undefined)	-0.2	7	-0.6	-7	-20	-11	3	11	4
Cc1ccc(C(=O)/C=C/c2ccc3c(c2)OCO3)o1	0.3	-1	-1.5	-24	-2	-10	1	3	-11
CCOc1cccc(-c2nnc3sc(-c4cc(OC)c(OC)c(OC)c4)nn23)c1	1.0	-2	0.9	1	2	-15	-1	4	2
O=C(C1CC1)N(CCN(Cc1ccccc1)C(=O)C1CC1)Cc1ccccc1	-0.4	0	-3.8	-9	-9	17	0	1	-5

Two of these compounds in a different format.
Second line of a record: PERK inhibitor | Ba/F3 V617F tox | S1P4 agonist | NPY2 pot ag | MDM2 E3 inh | S1P4 antag | Wee1 stabilizer | BaF3 tox | eIF4E 4G PPI
- CCOc1cccc(-c2nnc3sc(-c4cc(OC)c(OC)c(OC)c4)nn23)c1
 : 1.0 | -2 | 0.9 | 1 | 2 | -15 | -1 | 4 | 2
- O=C(C1CC1)N(CCN(Cc1ccccc1)C(=O)C1CC1)Cc1ccccc1
 : -0.4 | 0 | -3.8 | -9 | -9 | 17 | 0 | 1 | -5

Next section
Compound	PERK inhibitor	Ba/F3 V617F tox	S1P4 agonist	NPY2 pot ag	MDM2 E3 inh	S1P4 antag	Wee1 stabilizer	BaF3 tox	eIF4E 4G PPI
CC(=O)Nc1ccc(OCC(O)Cn2c(C(C)C)nc3ccccc32)cc1 (centres undefined)	-0.1	4	1.2	-1	-9	4	-1	1	4
COc1ccc(CCNC(=O)Nc2ccccc2[N+](=O)[O-])cc1	0.2	-1	21*	-3	-7	1	1	2	6
Cc1nc(C)c(CCNC(=O)c2cccc(Cl)c2)s1	0.6	-2	3.1	10	0	-4	-1	3	1
CC(C)(C)CC(C)(C)NCC(O)COc1c(F)cc(Br)cc1F (centres undefined)	-1.1	-1	-3.7	6	-5	-6	-2	5	·
CC(=O)O[C@@H]1C[C@H]2C(C)(C)C(=O)C=C[C@]2(C)[C@H]2CC[C@@]3(C)[C@H](c4ccoc4)OC(=O)[C@H]4O[C@]43[C@@]21C	-0.1	-3	0.2	9	·	-4	-4	3	-2

Screens from PubChem BioAssay.
